Screening results (PubChem)
MPTP block: blocks calcium-induced mitochondrial swelling. isolated mouse mitochondria, Ca2+ swelling absorbance, 30 min. inhibition, % at 10 µM. 1.4% of 360,000 active. AID 602449;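 active = inhibition of 50% or more, scaled per plate between neutral and stimulator controls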;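 note: 0% = DMSO wells given calcium and 100% = 1 mM EGTA wells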
NR3A LBD binder: modulates the human NR3A ligand-binding domain. NR3A LBD differential scanning fluorimetry, Tm shift; 0% = protein alone, 100% = glycine-bound protein. Tm shift relative to glycine control, % at 25 µM. 2.5% of 340,000 active. AID 1259313;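 active = melting temperature shift of at least 10% of the positive control shift, at one fixed dose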
APJ antagonist: APJ receptor antagonism. inhibition, % at 20 µM. 0.32% of 330,000 active. CHO-K1 APJ beta-arrestin complementation, luminescence;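 active = inhibition above about 40% at 20 µM, limit read from the data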;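 note: cells challenged with 10 nM apelin-13 agonist together with compound; plate controls were apelin-13 plus DMSO wells for no effect and DMSO wells lacking apelin-13 for full effect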
Target sequence (P35414 whole entry, looked up): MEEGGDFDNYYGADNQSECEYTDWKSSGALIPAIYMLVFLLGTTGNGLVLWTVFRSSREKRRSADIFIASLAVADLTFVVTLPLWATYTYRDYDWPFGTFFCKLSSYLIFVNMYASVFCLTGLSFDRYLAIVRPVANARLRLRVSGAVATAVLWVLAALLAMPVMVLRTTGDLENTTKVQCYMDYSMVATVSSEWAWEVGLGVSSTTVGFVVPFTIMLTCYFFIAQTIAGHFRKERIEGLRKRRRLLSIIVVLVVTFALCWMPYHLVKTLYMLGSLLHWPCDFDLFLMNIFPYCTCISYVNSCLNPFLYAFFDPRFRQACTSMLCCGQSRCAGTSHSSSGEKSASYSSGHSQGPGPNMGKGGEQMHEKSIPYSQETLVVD
tim23-1 inh: growth inhibitors of tim23-1 mutant yeast. S. cerevisiae tim23-1 growth, BacTiter-Glo luminescence, 24 h. inhibition, % at 20 µM. 1.3% of 330,000 active. AID 463212;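 active = growth inhibition of the mutant yeast at or above 50%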;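 note: temperature-sensitive mutant grown at 25 °C; plate controls were DMSO-treated mutant yeast for no effect and medium wells lacking yeast for full effect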
NALP3 yeast inh: inhibitors of NALP3 inflammasome in yeast | Yeast reconstituted NLRP3/ASC/caspase-1, beta-gal luminescence, 24 h | inhibition, % at 10 µM | 0.39% of 330,000 active;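 active = inhibition of 50% or more; inactive = inhibition below 50%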;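 note: plate controls were induced DMSO wells for no effect and uninduced yeast grown without galactose for full effect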
tim10-1 inh: growth inhibitors of tim10-1 mutant yeast; S. cerevisiae tim10-1 ts strain growth, BacTiter-Glo, 24 h; 2.2% of 330,000 active; inhibition, % at 20 µM;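 active = inhibition of at least 40%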;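 note: mutant grown at 25 °C; 0% = DMSO wells with yeast and 100% = wells holding no yeast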
MIN6 prolif: inducers of beta-cell replication in MIN6 cells. proliferation, % at 10 µM. 0.29% of 330,000 active. MIN6 cells proliferation, ATPlite luminescence, 48 h; cells starved in 0.2% serum; 100% = growth in 10% serum;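 active = compounds whose signal lies at least 3.5 SD above the mean of all wells on their plate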;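 note: 0% = DMSO-treated cells in low-serum medium and 100% = 10% serum control; some compounds called inactive have numbers as strong as hits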
TIM10 inh: growth inhibitors of TIM10 yeast strain; S. cerevisiae TIM10 strain growth, BacTiter-Glo luminescence, 24 h; inhibition, % at 10 µM; 1.4% of 330,000 active;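 active = inhibition of 40% or more at the single tested concentration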;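 note: wild-type TIM10 isogenic control strain grown at permissive 25 °C; 0% = DMSO yeast wells and 100% = minimal medium wells without yeast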
APJ ag: agonists of human APJ apelin receptor; activation, % at 20 µM; CHO-K1 APJ PathHunter beta-arrestin, luminescence; 0% DMSO wells, 100% apelin; 0.11% of 330,000 active; P35414;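 active = activation more than six SD over the plate average, tested at 20 µM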;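 note: 0% = DMSO alone and 100% = apelin-13 at 10 nM; some results filed as inactive read as strong as hits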
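Assay system: CHO-K1 APJ beta-arrestin complementation cell line / Compound: single test compound dose, 20 µM final, 1% DMSO / Times: overnight seeding, 90 min compound at 25 °C, 1 h detection / Technique: beta-gal luminescence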
* hit, by the source's call.

For Cc1n[nH]c(=O)nc1N/N=C/c1ccco1 the results were MPTP block -0.9, NR3A LBD binder -0.1, APJ antagonist 4.2, tim23-1 inh 6.6, NALP3 yeast inh 14.6, tim10-1 inh 9.8, MIN6 prolif -2.8, TIM10 inh 5.2 and APJ ag 0.0.
For COc1ccc(/C=N/c2nc3ccccc3n2CCN2CCCCC2)cc1OC the results were MPTP block 0.3, NR3A LBD binder -14.2, APJ antagonist 0.3, tim23-1 inh -9.5, NALP3 yeast inh 17.5, tim10-1 inh -0.5, MIN6 prolif -2.7, TIM10 inh -0.9 and APJ ag -6.1.
For Cc1cc(OCC(=O)NCC(O)c2ccccc2)c2c(C)cc(=O)oc2c1 (stereo unspecified) the results were MPTP block 0.2, NR3A LBD binder 0.7, APJ antagonist 7.5, tim23-1 inh -5.6, NALP3 yeast inh 9.9, tim10-1 inh -2.0, MIN6 prolif -0.9, TIM10 inh 1.4 and APJ ag -1.7.
For CCOC(=O)CC(=O)NC(C)(C)CCCCC(C)(C)NC(=O)CC(=O)OCC the results were MPTP block -1.2, NR3A LBD binder 0.4, APJ antagonist -13.1, tim23-1 inh 2.2, NALP3 yeast inh 10.8, tim10-1 inh 12.8, MIN6 prolif -3.9, TIM10 inh -20.0 and APJ ag -0.3.
`C(=N\Nc1ncnc2ccccc12)/c1ccccc1` gave MPTP block -0.8, NR3A LBD binder -45.0, APJ antagonist -15.8, tim23-1 inh 3.7, NALP3 yeast inh 33.4, tim10-1 inh -12.6, MIN6 prolif -4.7, TIM10 inh -7.4 and APJ ag -3.0.
`O=C(OCc1c(Cl)cccc1Cl)c1cccnc1Cl` gave MPTP block 3.1, NR3A LBD binder -0.7, APJ antagonist 11.8, tim23-1 inh 11.4, NALP3 yeast inh 0.5, tim10-1 inh 24.2, MIN6 prolif -3.9, TIM10 inh 7.7 and APJ ag -1.3.
For Cc1noc(C)c1NC(=O)N(C)C[C@H]1Oc2c(NS(=O)(=O)c3cccs3)cccc2C(=O)N([C@H](C)CO)C[C@@H]1C the results were MPTP block -1.1, NR3A LBD binder -0.6, APJ antagonist 6.6, tim23-1 inh 1.2, NALP3 yeast inh -1.8, tim10-1 inh -1.1, MIN6 prolif -2.2, TIM10 inh -2.0 and APJ ag -2.3.
`COc1ccc(NC(=O)C2CSC(C)(C)N2C=O)cc1` (stereo unspecified) gave MPTP block 0.2, NR3A LBD binder 0.1, APJ antagonist 2.2, tim23-1 inh 0.2, NALP3 yeast inh 5.6, tim10-1 inh 0.3, MIN6 prolif -0.8, TIM10 inh 10.1 and APJ ag -3.8.
Screening CC(O)C(NS(=O)(=O)c1ccc(Cl)cc1)C(=O)OCC(=O)Nc1cccnc1Cl (stereo unspecified) returned MPTP block 0.7, NR3A LBD binder 1.8, APJ antagonist -9.1, tim23-1 inh 6.9, NALP3 yeast inh 17.0, tim10-1 inh 2.1, MIN6 prolif 0.0, TIM10 inh -9.0 and APJ ag 2.7.
`Cc1cc(C)c2c(=O)cc(C(=O)NCc3ccccc3)oc2c1` gave MPTP block -0.3, NR3A LBD binder -2.2, APJ antagonist -4.8, tim23-1 inh -0.3, NALP3 yeast inh 7.9, tim10-1 inh 6.4, MIN6 prolif -1.9, TIM10 inh 5.5 and APJ ag -1.7.
O=C(COc1ccc(Cl)cc1)NC(=S)Nc1ccccc1N1CCOCC1 was read as MPTP block 1.4, NR3A LBD binder -8.8, APJ antagonist 10.0, tim23-1 inh 19.9, NALP3 yeast inh 14.4, tim10-1 inh 4.3, MIN6 prolif -1.2, TIM10 inh 20.8 and APJ ag -8.2.
C=CCNC(=S)NNC(=O)COc1ccc(Br)cc1 was read as MPTP block -0.9, NR3A LBD binder -1.3, APJ antagonist 0.7, tim23-1 inh 12.3, NALP3 yeast inh 18.5, tim10-1 inh 14.3, MIN6 prolif -3.0, TIM10 inh -2.0 and APJ ag -2.0.
`Cn1c(=O)oc2cc(S(=O)(=O)N3CCC(C(=O)NCc4ccc(F)cc4)CC3)ccc21` gave MPTP block -0.4, NR3A LBD binder 0.4, APJ antagonist -65.4, tim23-1 inh 11.2, NALP3 yeast inh 21.6, tim10-1 inh -0.5, MIN6 prolif 4.5, TIM10 inh -0.3 and APJ ag -2.5.
For Cc1nnc(SCC(=O)NCc2ccco2)n1-c1ccc(F)cc1 the results were MPTP block -0.7, NR3A LBD binder 0.3, APJ antagonist 10.7, tim23-1 inh 10.3, NALP3 yeast inh 15.1, tim10-1 inh 15.6, MIN6 prolif -2.0, TIM10 inh 2.1 and APJ ag -4.5.
Screening CN1/C(=C/C=C(C#N)C#N)C=Cc2ccccc21 returned MPTP block 16.4, NR3A LBD binder 2.1, APJ antagonist 12.4, tim23-1 inh -20.5, NALP3 yeast inh 15.3, tim10-1 inh -6.0, MIN6 prolif -3.5, TIM10 inh -29.8 and APJ ag -2.5.
`CCN1/C(=N\N)c2cccc3cccc1c23` gave MPTP block 13.1, NR3A LBD binder -1.9, APJ antagonist -3.9, tim23-1 inh 43.8, NALP3 yeast inh 17.9, tim10-1 inh 34.7, MIN6 prolif -1.1, TIM10 inh 36.8 and APJ ag -0.4.
For O=C1NCC(NC(=O)C(F)(F)F)c2cc3c(cc21)OCO3 (stereo unspecified) the results were MPTP block 0.3, NR3A LBD binder 0.0, APJ antagonist -7.6, tim23-1 inh 0.6, NALP3 yeast inh -12.6, tim10-1 inh 3.4, MIN6 prolif -0.1, TIM10 inh -16.8 and APJ ag -2.8.
For CCCc1[nH]nc2c1C(c1c(C)nn(-c3ccccc3)c1Cl)C(C#N)=C(N)O2 (stereo unspecified) the results were NR3A LBD binder -2.5, APJ antagonist -8.3, tim23-1 inh 33.1, NALP3 yeast inh -0.9, tim10-1 inh 26.1, MIN6 prolif -2.0, TIM10 inh 29.1 and APJ ag -19.5.
For C=CCN=c1scc(C)n1/N=C/c1ccc(O)c(O)c1 the results were MPTP block 1.2, NR3A LBD binder -0.7, APJ antagonist -10.9, tim23-1 inh 1.9, NALP3 yeast inh 16.4, tim10-1 inh 6.5, MIN6 prolif -5.3, TIM10 inh 22.5 and APJ ag 0.0.
For CC1Cc2ccccc2N1c1ncnc2c1nnn2Cc1ccccc1Cl (stereo unspecified) the results were MPTP block 1.6, NR3A LBD binder -0.4, APJ antagonist -24.9, tim23-1 inh 16.9, NALP3 yeast inh 3.9, tim10-1 inh 16.4, MIN6 prolif -3.9, TIM10 inh 6.8 and APJ ag 0.5.
Screening CC(C)NC(=O)COC(=O)c1ccccc1C(=O)c1ccccc1 returned MPTP block 2.6, NR3A LBD binder -1.9, APJ antagonist 7.5, tim23-1 inh -7.5, NALP3 yeast inh 17.7, tim10-1 inh 3.7, MIN6 prolif -0.7, TIM10 inh -5.6 and APJ ag -3.0.
For Cc1ccc(C2=NNC(C(O)C(O)C(O)C(C)O)S2)cc1 (stereo unspecified) the results were MPTP block 0.9, NR3A LBD binder 0.9, APJ antagonist 0.3, tim23-1 inh 11.9, NALP3 yeast inh 20.6, tim10-1 inh 11.7, MIN6 prolif 1.6, TIM10 inh 4.3 and APJ ag 0.0.
`Cc1cc(=O)oc2cc(OCC(=O)N3CCN(c4ccccc4)CC3)c(Cl)cc12` gave MPTP block -1.3, NR3A LBD binder -0.1, APJ antagonist 1.2, tim23-1 inh -6.9, NALP3 yeast inh 2.5, tim10-1 inh 1.0, MIN6 prolif -0.9, TIM10 inh 4.3 and APJ ag 2.2.
Cc1ccc(-c2[nH]c3ccccc3c2SCCNC(=O)c2cc3ccccc3oc2=O)cc1 was read as MPTP block 1.0, NR3A LBD binder -2.9, APJ antagonist 4.5, tim23-1 inh 23.2, NALP3 yeast inh 15.9, tim10-1 inh 18.1, MIN6 prolif -3.1, TIM10 inh 11.6 and APJ ag -2.4.
C=CCNc1nc2c(c(=O)[nH]c(=O)n2C)n1CC(O)COc1ccc2ccccc2c1 (stereo unspecified) was read as MPTP block 0.1, NR3A LBD binder -2.4, APJ antagonist -1.9, tim23-1 inh -0.2, NALP3 yeast inh -3.1, tim10-1 inh -4.3, MIN6 prolif -1.3, TIM10 inh 3.5 and APJ ag -4.0.
For O=C(CSC(=S)N1CCCCC1)c1c(F)cccc1F the results were MPTP block 4.7, NR3A LBD binder -1.2, APJ antagonist -2.6, tim23-1 inh 13.3, NALP3 yeast inh 14.3, tim10-1 inh 9.7, MIN6 prolif -4.3, TIM10 inh 1.1 and APJ ag -1.5.
`CCOCCCNC(=O)c1ccc(N(C)S(=O)(=O)c2ccc(OC)cc2)cc1` gave MPTP block -1.7, NR3A LBD binder -0.5, APJ antagonist 5.4, tim23-1 inh 15.4, NALP3 yeast inh 0.2, tim10-1 inh 16.5, MIN6 prolif -1.3, TIM10 inh -4.5 and APJ ag -2.4.
Cc1cc2ccccc2cc(C)c1=O was read as MPTP block 0.9, NR3A LBD binder 0.3, APJ antagonist -12.4, tim23-1 inh 4.6, NALP3 yeast inh 14.0, tim10-1 inh 10.7, MIN6 prolif -0.1, TIM10 inh 5.0 and APJ ag -9.8.
For COc1ccc(C(=O)NCC2CCCO2)cc1 (stereo unspecified) the results were MPTP block -3.8, NR3A LBD binder 11.6*, APJ antagonist 8.4, tim23-1 inh 21.4, NALP3 yeast inh 19.2, tim10-1 inh -24.3, MIN6 prolif 0.0, TIM10 inh -3.6 and APJ ag 1.2.
Screening O=C(CSc1nc2ccccc2c(=O)n1Cc1ccccc1)Nc1ccc(Br)cc1C(=O)O returned MPTP block 6.2, NR3A LBD binder -3.3, APJ antagonist 12.1, tim23-1 inh 19.9, NALP3 yeast inh 4.5, tim10-1 inh 18.1, MIN6 prolif -2.5, TIM10 inh -3.9 and APJ ag -2.6.
For CCCS(=O)(=O)c1c(S(=O)(=O)CCC)c2c(C)cccn2c1C(N)=O the results were MPTP block 0.2, NR3A LBD binder 1.2, APJ antagonist 12.9, tim23-1 inh 4.9, NALP3 yeast inh 4.0, tim10-1 inh -4.7, MIN6 prolif -1.4, TIM10 inh -18.7 and APJ ag -2.1.
For O=C(NCc1ccc2c(c1)OCO2)c1cc(-c2ccc(Cl)cc2Cl)on1 the results were MPTP block 1.1, NR3A LBD binder 2.3, APJ antagonist -2.2, tim23-1 inh 2.2, NALP3 yeast inh 7.6, tim10-1 inh -0.7, MIN6 prolif 1.7, TIM10 inh 0.4 and APJ ag -1.3.
For Cc1ccc(CN2CC34C=CC(O3)C(C(=O)NCc3ccc5c(c3)OCO5)C4C2=O)cc1 (stereo unspecified) the results were MPTP block 0.9, NR3A LBD binder 1.6, APJ antagonist 4.7, tim23-1 inh 6.3, NALP3 yeast inh 9.1, tim10-1 inh 16.4, MIN6 prolif -4.1, TIM10 inh -4.7 and APJ ag -3.5.
Screening CCn1cc(C(=O)N[C@H](C(=O)NCCCOC)C(C)C)c(=O)c2cc3c(cc21)OCO3 returned MPTP block -0.1, NR3A LBD binder 2.8, APJ antagonist 2.7, tim23-1 inh -12.0, NALP3 yeast inh 13.8, tim10-1 inh 9.8, MIN6 prolif -1.3, TIM10 inh 4.4 and APJ ag -0.6.
Screening Cc1nn(CCC#N)c2nc(-c3ccccc3)cc(C(F)(F)F)c12 returned MPTP block -0.5, NR3A LBD binder 3.8, APJ antagonist 6.5, tim23-1 inh -18.8, NALP3 yeast inh -7.9, tim10-1 inh 26.7, MIN6 prolif 0.3, TIM10 inh 6.0 and APJ ag -6.2.
CCOc1ccc(CCNC(=O)c2[nH]c(C)c(C(C)=O)c2CC)cc1OCC was read as MPTP block 2.8, NR3A LBD binder 0.4, APJ antagonist -0.8, tim23-1 inh 12.3, NALP3 yeast inh 11.7, tim10-1 inh 18.6, MIN6 prolif 0.1, TIM10 inh 9.0 and APJ ag -4.0.
